# FLuc counter = qHTS profiling assay for firefly luciferase inhibitor/activator using purifed enzyme and Km concentrations of substrates (counterscreen for miR-21 project); purified FLuc, Km substrates, luminescence inhibition; Luciferin 4-monooxygenase (Photinus pyralis), P08659; Potency, µM (series often up to 57.5 µM), inactives show at the highest dose activity change, negative = inhibition, hits mostly inhibitors; 360,000 tested, 6.9% active; active = well fitted inhibition curve with a large enough effect; inconclusive = small, poorly fitted or top-dose-only effect;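 also: plate controls were vehicle for no effect and reference inhibitor for full effect; nearly all actives have a fitted effect of over 55% in size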
# Target sequence (P08659 whole entry, looked up): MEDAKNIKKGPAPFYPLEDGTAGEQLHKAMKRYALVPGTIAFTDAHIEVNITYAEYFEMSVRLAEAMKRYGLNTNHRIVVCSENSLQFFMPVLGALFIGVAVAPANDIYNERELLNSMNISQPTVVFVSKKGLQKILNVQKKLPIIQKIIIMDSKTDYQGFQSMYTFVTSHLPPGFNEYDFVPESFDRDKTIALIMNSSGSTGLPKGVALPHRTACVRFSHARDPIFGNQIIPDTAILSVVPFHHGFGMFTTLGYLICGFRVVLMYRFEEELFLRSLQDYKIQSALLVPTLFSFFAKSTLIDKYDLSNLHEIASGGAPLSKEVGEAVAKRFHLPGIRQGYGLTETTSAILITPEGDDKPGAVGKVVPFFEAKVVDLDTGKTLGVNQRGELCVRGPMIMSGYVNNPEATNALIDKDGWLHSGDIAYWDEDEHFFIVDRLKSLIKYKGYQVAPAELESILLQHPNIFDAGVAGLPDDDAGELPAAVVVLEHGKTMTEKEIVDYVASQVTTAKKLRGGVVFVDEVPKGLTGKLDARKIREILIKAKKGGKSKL
#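 Purified P. pyralis luciferase, 10 nM final, with Km-level 10 uM D-luciferin and 10 uM ATP in 50 mM Tris acetate pH 7.5, 10 mM Mg acetate, 0.01% Tween-20, 0.05% BSA; 6-point qHTS titration about 60 µM downward; luminescence read.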
# Starred values were filed as active, the others as inactive; ? = inconclusive. Potency is read from the fitted curve at half-maximal effect.
Compound,FLuc counter
CN(C)c1cccc(C(=O)Nc2nc3ccc(S(=O)(=O)N4CCCC4)cc3s2)c1,?
CCN(CC)CCOC(=O)c1ccc(NC(=O)Cn2ncc3c([nH]c4ccc(C)cc43)c2=O)cc1,-1.6%
Cc1ccc(C)c(NC(=O)CSc2nccn2-c2cccc(C)c2C)c1,-19.6%
COc1ccc(CNC(=O)c2oc3c(c2C)-c2nn(Cc4ccc(Cl)cc4)cc2CC3)cc1,5.3%
CCC(C(=O)Nc1cc(-c2cn3cccnc3n2)ccc1C)c1ccccc1 (centres undefined),0.4%
CCC(=O)OC1=C(C(C)=O)N(Cc2ccccc2)S(=O)(=O)c2ccccc21,3.5%
Cc1cc(-c2ccc(C)c(S(=O)(=O)NCCc3ccccc3)c2)on1,-1.1%
COc1ccc(N2CC(c3nc(-c4ccccc4C)no3)CC2=O)cc1Cl (centres undefined),5.2%
Cc1cc(C)cc(NC(=O)C2CCCN2S(=O)(=O)c2cccc3nsnc23)c1 (centres undefined),0.2%
CCCCC12CN3CC(C)(CN(C1)C3c1c[nH]c3ccccc13)C2=O (centres undefined),-3.3%
CCN(C(=O)C1CCN(S(=O)(=O)c2ccc3c(c2)CCCN3C(=O)C2CCC2)CC1)c1cccc(C)c1,-8.0%
COc1cc(OC)c(C2Nc3ccccc3-c3nnc(SCc4ccccc4)nc3O2)cc1OC (centres undefined),?
Cc1cccc(C)c1OCc1nc2c3cnn(-c4ccccc4F)c3ncn2n1,?
CCc1c(C)sc(NC(=O)c2cc(-c3cccc(Cl)c3)on2)c1C#N,-19.8%
CCOc1ccc(NC(=O)CSc2ncc3c(n2)-c2ccccc2N(C)S3(=O)=O)cc1,-2.0%
CCc1ccc(Cn2c(CNS(=O)(=O)c3ccc(Cl)s3)nc3cccnc32)cc1,-18.9%
COc1cc(C(=O)Nc2ccc(-c3cc(C(F)(F)F)nn3-c3ccccc3)cc2)cc(OC)c1OC,-1.6%
Cc1ccc(-c2nc3cc(NC(=O)c4cc5ccccc5o4)ccc3o2)cc1,-10.3%
Cc1ccc(NC(=O)c2oc3ccc(S(=O)(=O)N4CCC5(CC4)OCCO5)cc3c2C)c(C)c1,2.9%
COC(=O)C1=C(C)NC(=O)C1(NC(=O)c1ccc(Cl)cc1)C(F)(F)F (centres undefined),-1.0%
CCc1ccc2ncc3c(-c4ccc(F)cc4)nn(CC(=O)NC4CCCCC4)c3c2c1,1.1%
Cc1ccc(N2CC(NC(=O)c3ccco3)CC2=O)cc1 (centres undefined),-1.2%
COc1ccccc1CNC(=O)Cc1csc2nc(-c3ccc(Cl)cc3)cn12,-18.5%
C#CC(C)(CC)NC(=O)Cn1nnc(-c2ccc(OCc3c(F)cccc3Cl)cc2)n1 (centres undefined),-16.2%
Cc1cc(C)c(OCC(=O)Nc2cccc(-c3nc4ncccc4o3)c2)c(Br)c1,-12.4%

# A different layout for some results above:
SMILES: COc1cc(C(=O)Nc2ccc(-c3cc(C(F)(F)F)nn3-c3ccccc3)cc2)cc(OC)c1OC
  FLuc counter: -1.6%

SMILES: Cc1ccc(-c2nc3cc(NC(=O)c4cc5ccccc5o4)ccc3o2)cc1
  FLuc counter: -10.3%

# The results go on.
Compound,FLuc counter
COc1ccc(NC(=O)CSC2=Nc3ccccc3C3=NC(CCC(=O)NCc4ccc(F)cc4)C(=O)N23)cc1Cl (centres undefined),-2.2%
CCN(CC)CCOC(=O)c1ccc(NC(=O)c2nn(-c3ccc(C)cc3)c(=O)c3c2c2ccccc2n3C)cc1,-0.3%
COc1ccc(C)cc1Nc1c2c(nc3nc(-c4cccs4)nn13)CCCC2,?
Cc1cc2oc(C(=O)Nc3ccc(S(=O)(=O)N4CCCCCC4)cc3)cc(=O)c2cc1C,-1.5%
O=C(Nc1ccccc1)Nc1nnc(SCC(=O)N2CCCCC2)s1,?
COc1ccc(CNS(=O)(=O)c2ccc(F)c(C(=O)Nc3c(C)cc(C)cc3C)c2)cc1,-0.8%
Cc1nn(CC(=O)NCc2ccc(F)cc2)c2ccccc12,-8.0%
O=S(=O)(c1cccc(C(F)(F)F)c1)n1c(/C=C/c2ccccc2)nc2ccccc21,12µM*
CC(NC(=O)c1cc2ccccn2n1)c1ccccc1 (centres undefined),0.0%
COc1ccccc1N1CCN(S(=O)(=O)c2c(C)sc3ncn(CC(=O)Nc4ccc(C)cc4Br)c(=O)c23)CC1,0.7%
Cc1nc(-c2ccc(Cl)cc2)sc1CCNC(=O)c1ccc(C(F)(F)F)cc1,2.1%
CCc1cccc(NC(=O)Cn2ncc3c([nH]c4ccc(C)cc43)c2=O)c1,1.1%
Cc1ccc(Cn2ccnc2SCC(=O)Nc2ccccc2C(F)(F)F)cc1,-0.4%
COc1ccc(C2Oc3nc(SC)nnc3-c3ccccc3N2C(C)=O)cc1 (centres undefined),-1.3%
Cc1c(Cl)cccc1NC(=O)CN1C(=O)COc2ccc(S(=O)(=O)N3CCCCCC3)cc21,0.0%
Cc1ccc2onc(CC(=O)N3CCN(c4ccccc4F)CC3)c2c1,1.2%
Cc1ccccc1OCc1ccc(-c2nc(C#N)c(N3CCC(C(N)=O)CC3)o2)o1,-19.5%
COc1cc(OC)c(Nc2c3c(nc4nc(-c5cccs5)nn24)CCCC3)cc1Cl,23.9µM*
COc1ccc(NC(=O)c2sc3nc(C)c(C(=O)Nc4ccc(C)cc4C)c(-c4cccs4)c3c2N)cc1,-6.6%
O=C(Nc1ncc(Cc2ccc(F)cc2)s1)c1ccc2c(c1)CC(c1ccccc1)OC2=O (centres undefined),-1.4%
CC1CCCCN1S(=O)(=O)c1ccc2[nH]c(=O)cc(C(=O)NCCc3ccc(Cl)cc3)c2c1 (centres undefined),0.2%
CCOC(=O)c1ccccc1NC(=O)n1ncc2cc(Cl)ccc21,-13.8%
COc1ccc(C(=O)/C=C/c2cn(CC(O)CN3CCc4ccccc43)c3ccccc23)cc1OC (centres undefined),-10.0%
COc1ccc2c(c1)CCc1c(C(=O)Nc3cc(OC)c(Cl)cc3OC)noc1-2,-5.3%
CCOc1ccc(NC(=O)c2cnn3c2NC(C)=C(C(=O)Nc2ccc(Cl)cc2)C3c2ccc(OC)c(OC)c2)cc1 (centres undefined),-0.7%
COc1ccc(C(=O)NCC(c2ccc3c(c2)OCO3)N2CCN(C)CC2)cc1 (centres undefined),-1.0%
COC(=O)c1ccc([C@H]2Nc3ccc(S(=O)(=O)Nc4cccc(C)c4)cc3[C@H]3C=CC[C@H]32)cc1,?
CCC(Sc1nc2cc3c(cc2c(=O)n1CCCC(=O)NCc1ccc(OC)cc1)OCO3)C(=O)NCCCOC (centres undefined),4.6%
COc1ccc2c(c1)CCc1c(C(=O)Nc3c(C)nn(Cc4ccc(Cl)cc4)c3C)noc1-2,-1.2%
CCOc1cccc(C2c3[nH]c4ccccc4c3CCN2C(=O)c2ccccc2F)c1 (centres undefined),3.5%
Cc1cccc(C)c1NC(=O)c1oc2c(c1C)-c1nn(Cc3ccccc3)cc1CC2,3.1%
CCc1ccc(-n2nnc(-c3nc(-c4ccccc4)no3)c2C)cc1,2.13µM*
Cc1cc(C)cc(NS(=O)(=O)c2ccc3c(c2)CCCN3C(=O)C2CCC2)c1,-15.9%
CCN(C(=O)c1cnc2ccc(C)cn2c1=O)c1ccccc1,-0.3%
CCn1c(CN2CCOCC2)nc2cc(NC(=O)c3ccccc3[N+](=O)[O-])ccc21,-0.3%
COc1cccc(C(=O)c2sc(Nc3ccc(F)c(Cl)c3)nc2N)c1,-4.4%
COc1ccc(/C=C/c2nc(C#N)c(N3CCN(c4ccccc4)CC3)o2)cc1OC,-2.2%
CCOC(=O)c1cc2c(=O)n3ccccc3nc2n(CC2CCCO2)c1=NC(=O)c1ccccc1OCC (centres undefined),2.1%
COc1ccc(OC)c2sc(N(Cc3cccnc3)C(=O)c3ccco3)nc12,-18.9%
COc1ccc(OC)c(C2Nc3c(C)cc(C)cc3-c3cc(C)nn32)c1 (centres undefined),-11.7%
CC(C)CC(=O)NCC1(N(C)C)CCCCC1,-2.0%
Cc1cc2nc(-c3ccc(OCc4ccccc4Cl)cc3)cc(C(F)(F)F)n2n1,-1.1%
O=C1CC(=O)Nc2cc(S(=O)(=O)Nc3cccc(Br)c3)ccc2N1,-6.1%
Cc1ccccc1NCc1nc2ccccc2n1CCOc1ccccc1,9.53µM*
CCOc1ccccc1CNC(=O)c1cccc(NC(=O)c2nsc3ccccc23)c1,6.01µM*
Fc1ccc(-n2ncc3c(N4CCC(Cc5ccccc5)CC4)ncnc32)cc1,-7.9%
COc1ccc(OC)c(NC(=O)CSC2=Nc3ccccc3C3=NC(CCC(=O)NCc4ccco4)C(=O)N23)c1 (centres undefined),3.4%
COc1cccc(-n2c(-c3ccc(Cl)cc3)cc3c2CC(C)(C)CC3=O)c1,-13.8%
COc1ccc(CNC(=O)c2cc(-c3ccc(OC)cc3)nc3n[nH]c(-c4cccc([N+](=O)[O-])c4)c23)cc1,-0.6%
COc1ccc(-c2cc(C(F)(F)F)c(C#N)c(SCC(=O)Nc3cccc(C)c3)n2)cc1,3.1%

# 4 compounds already listed, sorted by count of non-hydrogen atoms, lowest first.
Compound,FLuc counter
COc1cccc(C(=O)c2sc(Nc3ccc(F)c(Cl)c3)nc2N)c1,-4.4%
CCOc1cccc(C2c3[nH]c4ccccc4c3CCN2C(=O)c2ccccc2F)c1 (centres undefined),3.5%
CCOC(=O)c1cc2c(=O)n3ccccc3nc2n(CC2CCCO2)c1=NC(=O)c1ccccc1OCC (centres undefined),2.1%
CCC(Sc1nc2cc3c(cc2c(=O)n1CCCC(=O)NCc1ccc(OC)cc1)OCO3)C(=O)NCCCOC (centres undefined),4.6%

# Additional compounds follow:
compound,FLuc counter
COc1ccccc1NC(=O)CSc1nncn2c1cc1sccc12,-1.8%
COc1ccccc1NC(=O)c1c(NCc2ccc(C)o2)sc2c1CCC(C)C2 (centres undefined),?
CCN(CC)CCn1c2c(c(SCC(=O)Nc3cccc(C(F)(F)F)c3)nc1=O)CCC2,-4.9%
COc1ccc(-c2cc(C)nc3c(-c4ccc(OC)c(OC)c4)c(C)nn23)cc1,6.0%
Brc1ccc(-c2ccc(CNCCSc3nnnn3-c3ccccc3)o2)cc1,1.6%
COc1ccccc1C(=O)NCCc1csc(-c2ccc(C(F)(F)F)cc2)n1,-2.4%
Cc1cc(=O)n(Cc2ccccc2Cl)c2c1c(C)nn2-c1ccccc1,-1.2%
COc1ccc(OCC(=O)Nc2ccc(O)c(-c3nc4ccccc4s3)c2)cc1,-24.9%
COc1ccccc1N1CCN(S(=O)(=O)c2ccc(-c3ccno3)cc2OC)CC1,-4.1%
COc1ccc(NC(=O)C2CCC(CNS(=O)(=O)c3ccc(Br)s3)CC2)cc1OC (centres undefined),-2.0%
O=C(Nc1ccc(C(F)(F)F)cc1)C1CCC(CNS(=O)(=O)c2cccc3nsnc23)CC1 (centres undefined),0.8%
COCc1cc(C)nc2sc(C(=O)Nc3ccc(OC(F)(F)F)cc3)c(N)c12,-3.2%
COc1ccc(C2CC(=O)c3cc(-c4nc(-c5ccc(Cl)cc5)c(C)s4)c(=O)[nH]c3C2)cc1 (centres undefined),-2.7%
CCN(CC)c1ccc(NC(=O)CCc2nc3cccnc3n2Cc2cccs2)c(C)c1,-12.4%
CCN1C(=O)c2ccccc2Sc2ccc(NC(=O)Nc3cc(C)cc(C)c3)cc21,2.9%
Cc1ccc(S(=O)(=O)c2nnn3c2nc(NC2CCCCC2)c2sccc23)cc1,-7.0%
Cc1ccc(C)c(Cn2nnc(C(=O)NCc3ccc(Cl)cc3Cl)c2N)c1,2.8%
Cc1ccc(-n2nnnc2CNC(=O)c2ccccc2S(C)(=O)=O)cc1C,-1.9%
CSc1ccc(CNC(=O)c2ccc3c(c2)N(C)C(=O)C2CCCCN32)cc1 (centres undefined),2.4%
COCCCNC(=O)c1cnc2sc(N3CCCCC3)nn2c1=O,-2.3%
Cc1nnc(NC(=O)c2ccccc2)s1,?
CC(C)c1ccc(Nc2ncnc3c2nc2n3CCCC2)cc1,5.36µM*
COc1ccccc1CNC(=O)c1cc2cccc3c2n1CCS3,-14.2%
CCOc1ccc(CCNC(=O)C2CCN(C(=O)N3CC(CC)Oc4ccccc43)CC2)cc1 (centres undefined),-9.7%
COc1ccc(-c2nc(SCCOc3ccccc3Cl)n3[nH]c(=O)cc3n2)cc1,-6.1%
Clc1ccc(CSc2nncn3c2cc2occc23)cc1,-18.1%
CC(C)Sc1ncc(Cl)c(C(=O)Nc2nnc(C(C)C)s2)n1,?
Cc1cc(C)c2nc(N3CCCC(C(=O)NCc4cccc(Br)c4)C3)sc2c1 (centres undefined),?
COc1ccc(CCN2C(=O)CN(C3CCC(C)CC3)C(=O)C2c2ccc(OC(C)C)c(OC)c2)cc1OC (centres undefined),1.2%
CCOc1ccc(Oc2nc(NCC(C)C)nc(NC(C)(C)C)n2)nn1,4.5%
Cc1nnc(N2CCN(c3cccc(C(F)(F)F)c3)CC2)c2c1nnn2Cc1ccccc1,-0.8%
CCc1ccccc1-n1c(SCC(=O)Nc2ccc(C)cc2)nc2n[nH]c(C)c2c1=N,-1.0%
COC(=O)c1cc2sccc2n1Cc1ccccc1,-17.0%
COc1cccc(NC(=O)N(Cc2cn(C)c3ccccc23)C2CCCCC2)c1,-2.9%
Cc1ccc(NC(=O)CSc2nc3ncccc3[nH]2)cc1F,?
CCCNC(=O)C1CCC(Cn2c(=O)c3sccc3n(Cc3cccc(OC)c3)c2=O)CC1 (centres undefined),0.9%
Nc1nc(SCC(=O)Nc2cccc(C(F)(F)F)c2)n[nH]1,-6.9%

# Source: PubChem

# Some of the compounds tested; the hit share may differ from the screen's.
